KCNQ2 inh: KCNQ2 potassium channel inhibitors, primary screen, cell-based, CHO-K1, FluxOR thallium flux, B-score (AID 2156); B-score at 10 µM; 310,000 tested, 1.1% active; 20 min; hits give low values;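 active = fluorescence ratio B-score at most minus 3 library SDs, with starting brightness B-score within 2 library SDs, cut at about -5.5 in these data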
STK33 inh: inhibitors of human STK33 kinase. inhibition, % at 10 µM. AID 2661. Q9BYT3. purified STK33, MBP phosphorylation, ADP-Glo luminescence. 320,000 tested, 0.073% active;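 active = inhibition at or above 25%, using the most active replicate where run in duplicate; inactive = inhibition below 25%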
Target sequence (Q9BYT3 whole entry, looked up): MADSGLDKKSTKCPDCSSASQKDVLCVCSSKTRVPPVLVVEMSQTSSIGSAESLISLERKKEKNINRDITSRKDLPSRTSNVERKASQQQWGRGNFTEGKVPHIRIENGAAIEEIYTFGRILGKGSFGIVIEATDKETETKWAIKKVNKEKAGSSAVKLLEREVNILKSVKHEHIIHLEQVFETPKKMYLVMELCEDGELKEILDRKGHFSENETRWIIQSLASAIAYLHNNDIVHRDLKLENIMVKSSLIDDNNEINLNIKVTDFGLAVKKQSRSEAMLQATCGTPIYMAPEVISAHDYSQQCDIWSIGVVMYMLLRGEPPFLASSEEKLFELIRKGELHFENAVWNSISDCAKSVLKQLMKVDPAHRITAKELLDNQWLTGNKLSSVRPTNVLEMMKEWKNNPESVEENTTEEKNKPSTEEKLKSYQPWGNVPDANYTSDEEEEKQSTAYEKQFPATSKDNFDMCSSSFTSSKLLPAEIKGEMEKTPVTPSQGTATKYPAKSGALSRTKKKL
Kir21 block: blocks the mouse Kir2.1 inward-rectifier potassium channel; P35561; HEK293-Kir2.1, FluxOR thallium flux fluorescence; hits give low values; B-score at 10 µM; 310,000 tested, 0.85% active; AID 1672;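 active = fluorescence ratio B-score at or below minus 3 SD of library scores, with starting-brightness B-score within 2 SD, cut at about -4.2 in these data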;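 note: channel flux triggered by added potassium and thallium sulfate stimulus; B-score of peak minus minimum fluorescence over baseline after thallium stimulus; more negative B-score means stronger Kir2.1 block with less thallium influx; some compounds called inactive have numbers as strong as hits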
Target sequence (P35561 whole entry, looked up): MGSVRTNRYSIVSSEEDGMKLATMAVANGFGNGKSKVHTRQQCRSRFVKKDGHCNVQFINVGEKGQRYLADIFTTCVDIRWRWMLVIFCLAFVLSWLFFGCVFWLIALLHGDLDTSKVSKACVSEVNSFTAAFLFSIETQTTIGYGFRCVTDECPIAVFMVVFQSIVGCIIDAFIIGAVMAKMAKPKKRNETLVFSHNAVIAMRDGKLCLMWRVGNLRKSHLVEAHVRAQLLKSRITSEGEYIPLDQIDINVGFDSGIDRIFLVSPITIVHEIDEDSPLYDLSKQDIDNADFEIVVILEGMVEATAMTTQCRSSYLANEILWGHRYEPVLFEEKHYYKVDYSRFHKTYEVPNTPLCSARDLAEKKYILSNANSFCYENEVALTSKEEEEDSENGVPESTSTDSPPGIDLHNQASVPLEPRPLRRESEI
Numbers without * were called inactive; i = inactive; . = no result given. An unsorted share of the library; overall some 1.9% were active at least once.

The opening four entries (preview)
SMILES | KCNQ2 inh | Kir21 block | STK33 inh
C=CCNc1ncnc2c1[nH]c1ccc(C)cc12 | i | 0.56 | 4.6
COc1ccccc1C(=O)Nc1ccnn1C1CCN(Cc2cnn(C)c2)CC1 | i | 0.14 | -1.1
COc1ccc(NC(=O)CCc2nnc3ccc(NCc4ccco4)nn23)cc1OC | i | 1.18 | -0.3
O=C(NCc1ccc(C(F)(F)F)cc1)c1ccc2c(c1)S(=O)(=O)c1ccccc1C2=O | i | 1.72 | -2.0

The listing, previewed entries included:
SMILES | KCNQ2 inh | Kir21 block | STK33 inh
C=CCNc1ncnc2c1[nH]c1ccc(C)cc12 | i | 0.56 | 4.6
COc1ccccc1C(=O)Nc1ccnn1C1CCN(Cc2cnn(C)c2)CC1 | i | 0.14 | -1.1
COc1ccc(NC(=O)CCc2nnc3ccc(NCc4ccco4)nn23)cc1OC | i | 1.18 | -0.3
O=C(NCc1ccc(C(F)(F)F)cc1)c1ccc2c(c1)S(=O)(=O)c1ccccc1C2=O | i | 1.72 | -2.0
COc1ccc(N(C(C)C(=O)NN=C2CCCC2)S(C)(=O)=O)cc1 (stereo not given) | i | -1.02 | -0.3
Cn1c(SCC(=O)c2cc(Cl)c(Cl)s2)nnc1-c1ccco1 | i | -0.25 | 0.2
O=C(O)CC(CNC(=O)C1CCCN1C(=O)OCc1ccccc1)c1ccccc1 (stereo not given) | i | -0.76 | -3.0
O=C(N/C(=C\c1cccc(Br)c1)C(=O)N1CCCCC1)c1ccco1 | i | -2.12 | -0.3
Cc1ccc(S(=O)(=O)Cn2nnnc2CN2CCCC3(CCCCC3)C2)cc1 | i | 0.15 | -1.0
COc1cc(CNCc2ccccc2C(F)(F)F)cc(OC)c1 | i | -0.02 | 0.3
COc1ccc(-n2c(COc3ccccc3)nnc2SCC(N)=O)cc1 | i | -1.29 | 2.2
COc1ccc(NC(=O)CCS(=O)(=O)c2cccc3nonc23)cc1 | i | 0.79 | 0.2
CCc1cc(=O)oc2cc(OC(=O)c3ccco3)ccc12 | i | 0 | -0.9
O=C(CCC(=O)N1CCOc2ccc(Cl)cc21)NCCN1CCOCC1 | i | 0.31 | 0.0
O=C(COC(=O)Cn1c(C(F)(F)F)nc2ccccc21)Nc1ccc2c(c1)OCCO2 | i | -4.36 | -1.1
N#C/C(=C\c1cccnc1)C(=O)NC1CCCCC1 | i | 0.14 | .
CCCC(=O)N1CCN(c2ccc(NC(=O)c3cccs3)cc2)CC1 | i | 2.27 | -0.5
CCC(C)C(=O)Nc1nc(-c2ccc3c(c2)NC(=O)CO3)cs1 (stereo not given) | i | -0.23 | -4.7
Cn1cccc1CC(=O)N/N=C\c1ccccc1 | i | -0.03 | -2.1
CCn1c(=O)c(C(=O)CN2CCCc3ccccc32)c(N)n(Cc2ccccc2)c1=O | i | -0.05 | 0.6
Cc1ccc2nc(N(CCCN(C)C)C(=O)CCc3ccccc3)sc2c1 | i | -5.61* | 2.1
O=C(CCNC(=O)c1ccc(Br)o1)NCc1ccccc1Cl | i | 0.24 | -0.5
O=c1[nH]c2ccc(S(=O)(=O)Nc3ccc(Cl)cc3)cc2o1 | i | 1.81 | -2.4
O=C(Nc1cccnc1)c1cccc(NC(=O)c2ccco2)c1 | i | -0.72 | 2.6
Clc1ccc2c(N/N=C/c3ccc(Br)cc3)ccnc2c1 | i | 1.39 | 7.0
COC(=O)C(C(=O)Nc1ccc(OC)cc1)C1CCCCCC1 (stereo not given) | i | 1.38 | -0.9
COc1ccccc1C(=O)NNC(=O)C1CCN(C(=O)OC(C)(C)C)CC1 | i | 0.42 | -0.3
COc1ccc(CC(=O)NCc2nnc(SCC(=O)Nc3ccccc3)n2C)cc1 | i | 0.63 | -1.2
CCOC(=O)c1nn(-c2ccc(Cl)cc2)cc1O | i | 1.96 | -0.2
COc1ccc(CN(C(=O)Cn2nnc(-c3ccc(C)o3)n2)C(C(=O)NCC2CCCO2)c2ccco2)cc1 (stereo not given) | i | -0.11 | -2.6
O=C(O)c1[nH]c2ccc([N+](=O)[O-])cc2c1-c1ccccc1 | i | 1.63 | 3.4
c1ccc(OCc2nn3c(-c4ccncc4)nnc3s2)cc1 | i | 0.54 | 0.4
Cc1ccc(NC(=O)C2CCN(S(=O)(=O)c3ccc(N4CCCC4=O)cc3)CC2)cc1Cl | i | 0.86 | -0.7
CCOC(=O)C1=C(C)C(c2ccc(OC)cc2)NC(=S)N1 (stereo not given) | i | 0.33 | 1.9
Cc1ccc(S(=O)(=O)/N=S(\C)CC2CC2(Cl)Cl)cc1 (stereo not given) | i | -1.76 | -0.1
COC(=O)c1sc(C(C)(C)C)cc1CSc1ccccc1 | i | 0.85 | -1.1
O=C(COc1cccc([N+](=O)[O-])c1)N/N=C/c1ccco1 | i | 0.72 | -0.9
COc1cc(C)ccc1S(=O)(=O)N1CCCCCC1 | i | -1.7 | 0.0
C=CCNC(=S)/N=c1/ccccn1Cc1ccccc1 | i | -6.6* | -0.6
O=C(NOC(=O)c1cc(Br)ccc1Cl)c1cccs1 | i | 1.06 | -1.0
CC1CCc2c(nc3sc4c(c3c2N)CCCC4)C1 (stereo not given) | i | -0.47 | 1.4
COc1cccc(Cn2c(Oc3cccc(C)c3)nc3c2c(=O)n(C)c(=O)n3C)c1 | i | -1.2 | -0.2
Cc1ccc(NC(=O)c2ccc([N+](=O)[O-])cc2Cl)nc1 | i | 0.29 | 0.8
COc1ccccc1OCCOc1ccc(/C=N/n2cnnc2)cc1 | i | 1.15 | -1.0
COC(=O)c1cc(OC)c(OC)cc1NC(=S)N1CCN(Cc2ccccc2)CC1 | i | -0.58 | -1.7
CCOc1ccc2[nH]c3c(NCC(C)C)ncnc3c2c1 | i | -1.53 | 0.8
Clc1ncn(CCOc2ccccc2)c1Cl | i | -1.23 | -0.8
Cc1nc2cc(Cl)ccc2n1-c1ccccc1 | i | 0.25 | 1.5
Cc1nn(-c2ccccc2)c2[nH]c(C(F)(F)F)cc(=O)c12 | i | 0.12 | -0.7
O=C(COC(=O)Cc1c[nH]c2ccccc12)NC1CCCCC1 | i | -7.05* | -1.7
Nc1nc(SCc2ccccc2Cl)nc2nc3c(cc12)CCCC3 | i | 1.07 | 4.1
O=C(CSc1nc2ccccc2c(=O)n1-c1ccccc1)N1CCCc2ccccc21 | i | 1.03 | -3.6
O=C(O)c1oc2ccccc2c1-n1cccc1 | i | -0.08 | -0.6
COc1ccc(F)cc1C(=O)C1CCCN(Cc2cn(C)c3ccccc23)C1 (stereo not given) | i | -2.65 | -1.2
O=C(Cc1ccc(Cl)cc1)NCCCNC(=O)c1cccnc1 | i | -0.01 | 0.6
Oc1ccccc1CN1CCCN(Cc2ccccc2O)C1 | i | -3.71 | 0.6
COc1ccc(CCN(C(=O)C(F)(F)F)C(C(=O)NC2CCCCC2)c2cccs2)cc1 (stereo not given) | i | -1.14 | -1.2
Cc1ccc(Cn2ccsc2=NC(=O)COC(=O)c2ccc(O)cc2O)cc1 | i | -1.05 | -0.7
COc1ccc(NC(=S)NC(=O)c2cc3ccccc3o2)c(OC)c1 | i | 0.95 | -0.6
COc1ccc(CNC(=O)CNC(=O)CNS(=O)(=O)c2ccc(C)c(C)c2)cc1 | i | 0.54 | -0.7

Gathered by group, the entries above with a tert-butyl group (2)
SMILES | KCNQ2 inh | Kir21 block | STK33 inh
COc1ccccc1C(=O)NNC(=O)C1CCN(C(=O)OC(C)(C)C)CC1 | i | 0.42 | -0.3
COC(=O)c1sc(C(C)(C)C)cc1CSc1ccccc1 | i | 0.85 | -1.1

New compounds follow
SMILES | KCNQ2 inh | Kir21 block | STK33 inh
O=C(COc1ccccc1Cl)Nc1cnn(Cc2ccccc2)c1 | i | 1.52 | -1.1
COc1ccc(Oc2ccc(C(F)(F)F)cc2N)cc1 | i | -0.97 | -2.0
COc1ccc(N2C(=O)C(CC(=O)Nc3ccc(F)cc3)N(CCc3ccc(OC)c(OC)c3)C2=O)cc1 (stereo not given) | i | -0.08 | 0.3
O=C(NCC1CCCO1)C1c2ccccc2Oc2ccccc21 (stereo not given) | i | -0.81 | 0.2
O=C(Nc1cc(Cl)ccc1Cl)c1ccc(OC(=O)c2ccco2)cc1 | i | 0.96 | -0.1
CC(C)CCN1CCN(CC#Cc2ccccc2)CC1CCO (stereo not given) | i | -1.15 | -1.2
COc1ccc(N2CCN(CCNS(=O)(=O)c3ccc(C)cc3)CC2)cc1 | i | 2.44 | -1.5
COc1cccc(C(=O)N2CCN(c3ncccn3)CC2)c1 | i | -0.12 | -0.3
N=c1n(CCCOc2ccc(Br)cc2)c2ccccc2n1CC(N)=O | i | -0.38 | -1.2
CCOC(=O)C1CCN(c2ccc(C(N)=O)cc2[N+](=O)[O-])CC1 | i | 1.04 | -0.5
CN(Cc1ccccc1)Cc1nc2c(c(=O)n(C)c(=O)n2C)n1Cc1ccc(F)cc1 | i | -0.42 | 1.3
CN(C(=O)c1cc(C(=O)N(C)c2ccccc2)cc([N+](=O)[O-])c1)c1ccccc1 | i | 1.01 | -0.2
COc1cc(Cl)c(NS(=O)(=O)c2c(C(=O)N3CCCC3)c(C)n(C)c2C)c(OC)c1 | i | 1.4 | -0.8
CC(O)(C#CCN1CCOCC1)c1ccccc1 (stereo not given) | i | 0.46 | .
Cc1ccc2nc(-c3ccc(-c4ccccn4)s3)cn2c1 | i | 0.7 | 0.9
CCCCCCOc1ccc(C(CC(=O)O)C(N)=O)cc1 (stereo not given) | i | 0.69 | -1.3
COc1ccccc1CCC(=O)Nc1cccc(S(=O)(=O)N2CCOCC2)c1 | i | -1.72 | 0.2
CC(C)c1cc(N=NC(N)=O)cc(C(C)C)c1O | i | -1.45 | 0.0
Cc1csc(NC(=O)c2ccc(S(=O)(=O)N3CCN(C)CC3)cc2)n1 | i | 0.81 | 0.7
O=S(=O)(/C=C/c1cccc(Br)c1)N1CCOCC1 | i | -1.46 | -0.9
CC(C)CNC(=O)N1c2ccccc2Sc2ccccc21 | i | -0.75 | 0.9
COc1cc(OC)cc(C(=O)NCC(=O)OCC(=O)c2cc(OC)ccc2OC)c1 | i | 0.82 | -0.4
CC(=O)Nc1ccc(S(=O)(=O)N(C)C2CCN(C)CC2)cc1 | i | -0.6 | -1.6
COc1cccc(N2CCN(C(=O)c3cc4c(s3)-c3ccccc3OC4)CC2)c1 | i | -1.38 | -0.7
Cc1ccccc1OC(C)C(=O)Nc1ccc2c(c1)OCO2 (stereo not given) | i | 1.77 | -0.1
CC(C)(C)NC(=O)COC(=O)c1ccccc1C(=O)c1ccccc1 | i | 1.88 | -0.4
O=C(C[n+]1cccc(NC(=O)c2ccccc2)c1)c1ccc(NC(=O)c2ccccc2)cc1 | i | -0.05 | 2.9
Cc1ccc(NC(=O)CSc2nnc(-c3cccnc3)n2-c2ccc(C)cc2)cc1 | i | 0.09 | -0.3
O=C(Nc1ccccc1)C1=C[C@@H](c2ccc(Br)cc2)C[C@@H](OCCCCO)O1 | i | 1.12 | -0.8
CCCCCc1ccc(CC(=O)N2CCOCC2)cc1 | i | 1.14 | 0.9
CC(=O)Nc1cccc(C(=O)OCc2ccc(C(=O)Oc3ccc(Cl)cc3)cc2)c1 | i | -0.86 | -1.8
COc1ccc(NC(=O)CSCC(=O)Oc2c(OC)cccc2OC)cc1 | i | -0.06 | -0.9
COc1cccc(CNc2ccc3c(c2)ncn3C(C)C)c1OC | i | -0.7 | 0.6
CCCCCc1ccc(-c2cn(Cc3ccc(C(=O)c4ccccc4)cc3)nn2)cc1 | i | -1.23 | -0.5
CSc1ccccc1NC(=O)CSc1nncs1 | i | -1.25 | -1.3
COc1ccc(COn2c(=O)c(C)[n+]([O-])c3ccccc32)cc1OC | i | -3.23 | -3.7
Cc1ccc(NC(=O)C(Cc2ccccc2)NC(=O)c2ccco2)cc1 (stereo not given) | i | 1.97 | 0.0
COc1cccc(NS(=O)(=O)c2ccc(NC(C)=O)cc2)c1 | i | 0.9 | 0.1
Cc1ccc(S(=O)(=O)NCC2CCC(C(=O)NCCCOC(C)C)CC2)cc1 (stereo not given) | i | 1.25 | .
CCOC(=O)C1CCCN(S(=O)(=O)c2cnc(Cl)c(Br)c2)C1 (stereo not given) | i | -0.77 | -0.7
O=c1c2[nH]cnc2n(-c2ccccc2)c(=O)n1Cc1ccccc1 | i | 0.3 | 0.2
O=C(NC1CC1)c1ccc(F)cc1Cl | i | 1.13 | -0.6
CC(C)Nc1nc(NC(N)=S)nc(NC(C)(C)C)n1 | i | -0.95 | 0.0
O=C1CN(Cc2ccccc2)C(=NCc2ccco2)S1 | i | -1.56 | .
O=C(Nc1ccccc1)N(CCCN1CCOCC1)Cc1cc2cc3c(cc2[nH]c1=O)OCCO3 | i | -0.56 | 0.5
COc1ccc(-c2nnc(SCC(=O)N3CCCC3)o2)c(OC)c1 | i | 0.9 | -0.8
Cc1ccc(S(=O)(=O)N[C@@H](C)C(=O)N2CCC(C(=O)N3CCC[C@H]3C(=O)O)CC2)cc1 | i | 0.26 | -1.4
CC(/C=N/NC(=O)c1cc(-c2ccc(Cl)cc2)nc2ccccc12)=C\c1ccco1 | i | 1.41 | -0.2

Screening results (PubChem BioAssay)
